Screening results: PubChem BioAssay, several laboratories
MEP2-GFP yeast: modulators of TOR pathway MEP2-GFP in S. cerevisiae; S. cerevisiae MEP2-GFP strain, flow cytometry GFP, 3 h; 100% = DMSO control level; GFP response vs DMSO, % at 10 µM; actives 0.51% (n = 330,000);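 active means GFP response versus DMSO above a set limit, roughly screen mean plus 3 SD, cut at about 180% in these data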;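 further: median GFP fluorescence of the barcode-gated MEP2-GFP cells per well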
Yeast superoxide: yeast age-related superoxide inhibition as caloric restriction mimetic | actives 0.18% (n = 330,000) | S. cerevisiae aged cells, superoxide DHE fluorescence; active compounds read low | superoxide response (% of plate mean), % at 10 µM | AID 2690;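 active means superoxide response under a set limit, about three screen SD below normal, cut at about 65% in these data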;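 further: yeast aged for seven days with compound at 30 °C before DHE staining; 100% = average MFI of all compound-treated wells on the plate with controls excluded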
GASC-1 inh: human JMJD2C demethylase inhibition; Q9H3R0; GST-JMJD2C(1-420) H3K9me3 demethylation, DELFIA europium; inhibition, % at 2.35 µM; actives 0.069% (n = 330,000);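 active means more than half of a compound's replicate wells show inhibition beyond 50%, single wells judged on their own value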;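 further: signal counts dimethyl H3K9 product captured on neutravidin plate; 0% = median of DMSO wells and 100% = 0.3 times that DMSO median; strong numbers were not always called active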
Target sequence (Q9H3R0 1-420 limits assumed): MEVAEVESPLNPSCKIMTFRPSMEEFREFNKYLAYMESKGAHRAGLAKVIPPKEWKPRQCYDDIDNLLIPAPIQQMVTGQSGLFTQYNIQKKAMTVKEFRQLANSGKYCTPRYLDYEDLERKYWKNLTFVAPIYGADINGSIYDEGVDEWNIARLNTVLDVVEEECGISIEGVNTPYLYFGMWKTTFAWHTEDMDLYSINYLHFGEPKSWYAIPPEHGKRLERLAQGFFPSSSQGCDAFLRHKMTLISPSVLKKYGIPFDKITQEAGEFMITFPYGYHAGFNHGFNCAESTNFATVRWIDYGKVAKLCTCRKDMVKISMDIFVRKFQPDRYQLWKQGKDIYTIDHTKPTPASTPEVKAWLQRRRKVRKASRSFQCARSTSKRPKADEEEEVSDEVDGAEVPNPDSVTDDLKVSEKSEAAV
proCasp3 act: procaspase-3 (human) activation | P42574 | recombinant procaspase-3 D3A, Ac-DEVD-pNA absorbance 405 nm | actives 0.11% (n = 330,000) | AID 463141 | activation, % at 8.5 µM;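 active means activation above the mean of all tested compounds plus 3 SD, cut at about 21% in these data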;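 further: 0% = DMSO alone and 100% = DMSO wells spiked with extra 5 µM PC-3 D3A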
Target sequence (P42574 whole entry D9A/D28A/D175A): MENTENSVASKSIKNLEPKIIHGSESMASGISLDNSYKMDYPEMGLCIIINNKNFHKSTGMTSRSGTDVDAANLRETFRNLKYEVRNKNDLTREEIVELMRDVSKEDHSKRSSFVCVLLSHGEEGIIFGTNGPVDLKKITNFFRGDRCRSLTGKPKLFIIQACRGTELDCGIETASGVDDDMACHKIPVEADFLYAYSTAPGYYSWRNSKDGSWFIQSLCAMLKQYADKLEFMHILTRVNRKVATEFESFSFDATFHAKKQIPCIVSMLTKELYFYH
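Test system: Procaspase-3 D3A mutant, all three cleavage aspartates alanine | Dosing: Single dose, 8.5 µM nominal compound, 0.8% DMSO | Schedule: 1 h preincubation, 2 h reaction | Technique: 405 nm absorbance of p-nitroaniline, reads at 0 and 120 min | Repeats: One well per compound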
RPL19A-GFP yeast: yeast TOR pathway RPL19A-GFP modulation; S. cerevisiae RPL19A-GFP strain, flow cytometry, 3 h; active compounds read low; percent response vs DMSO, % at 10 µM; actives 0.3% (n = 330,000); AID 2025;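 active means percent response vs DMSO below 50%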;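 further: median channel GFP fluorescence of the barcoded RPL19A-GFP strain; ratio of sample median GFP to plate DMSO average so 100% = DMSO; lower means less RPL19A-GFP as with rapamycin TOR inhibition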
AHR act: activates the human aryl hydrocarbon receptor. actives 2.5% (n = 320,000). P35869. activation, % at 5 µM. AHR-responsive luciferase reporter cells, luminescence; in the data active means activation above about 47%;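 further: 0% = vehicle wells and 100% = reference agonist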
LAP4-GFP MLPCN: modulators of TOR pathway LAP4-GFP in S. cerevisiae. GFP response vs DMSO, % at 10 µM. S. cerevisiae LAP4-GFP multiplex, flow cytometry GFP, 3 h; median GFP as percent of DMSO wells. AID 2023. actives 0.34% (n = 320,000);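 active means GFP response vs DMSO above a set limit, about the screen mean plus 3 SD, cut at about 150% in these data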
procasp7 counter: activates human procaspase-7, counter-screen for procaspase-3 activators; actives 0.093% (n = 330,000); P55210; AID 463210; activation, % at 8.5 µM; recombinant procaspase-7, Ac-DEVD-pNA absorbance 405 nm; D23A/D198A/D206A triple mutant, cannot self-cleave; scale: DMSO 0, 5 µM enzyme 100;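 active means percent activation above the screen-wide mean plus 3 SD, cut at about 25% in these data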
Target sequence (P55210 whole entry D23A/D198A/D206A): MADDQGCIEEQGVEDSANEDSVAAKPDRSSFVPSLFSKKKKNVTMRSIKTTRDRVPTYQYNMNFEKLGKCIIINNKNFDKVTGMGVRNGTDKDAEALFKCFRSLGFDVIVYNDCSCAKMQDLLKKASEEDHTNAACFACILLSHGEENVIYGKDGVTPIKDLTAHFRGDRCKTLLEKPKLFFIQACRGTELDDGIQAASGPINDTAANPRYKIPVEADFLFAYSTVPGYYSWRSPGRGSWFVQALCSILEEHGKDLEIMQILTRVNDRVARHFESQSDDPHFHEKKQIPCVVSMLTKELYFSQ
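Assay system: Uncleavable procaspase-7 mutant enzyme / Input: 2 µM procaspase-7 mutant as dispensed / Dosing: single nominal 8.5 µM compound dose, 0.8% DMSO final / Timing: 1 h enzyme–compound preincubation and 2 h substrate reaction, both 25 °C / Detection: p-Nitroaniline absorbance at 405 nm, read at 0 and 120 min / Replication: singlicate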
An asterisk follows results filed as active; i = inactive; . = no result given; & = joins results of further samples; [ ] = another dose, or the depositor's remark.

smiles	MEP2-GFP yeast	Yeast superoxide	GASC-1 inh	proCasp3 act	RPL19A-GFP yeast	AHR act	LAP4-GFP MLPCN	procasp7 counter
Cc1c(Cl)cnc(NC(=O)COC(=O)c2ccc(S(=O)(=O)NCc3ccco3)cc2)c1Cl	102	88	-14	-9	99	-2	93	-14
Cc1cccn2c(=O)c3cc(C#N)c(=NC(=O)c4cccs4)n(CC(C)C)c3nc12	93	112	14	-4	91	2	107	-5
O=C(COC(=O)CNS(=O)(=O)c1ccc(F)c(F)c1F)NC1CC1	98	94	82	13	97	-1	105	7
Cc1ccc(C(=O)NCCSc2c(C)[nH]c3ccccc23)cc1[N+](=O)[O-]	104	89	-1	-3	97	18	106	0
CC(=O)c1cc2c(cc1NC(=O)CN1Cc3ccccc3C1=O)OCO2	106	109	-4	2	104	6	114	7
Cc1cc(C)c2nc(SC(C)C#N)cc(C)c2c1 (stereo not drawn)	90	85	2	1	88	25	87	-1
Cc1ccc(C2=NS(=O)(=O)N(C)C(C(=O)NCc3ccc4c(c3)OCO4)=C2)cc1	99	97	-20	-1	102	6	96	3
COC(=O)c1ccc(C(=O)OC)c(NC(=O)c2cccnc2)c1	109	99	-4	-1	104	2	94	-5
CN(c1ccccc1C(=O)Nc1ccc2c(c1)OCO2)S(C)(=O)=O	104	96	18	2	100	8	91	2
O=C(N/N=C/c1ccco1)c1cnccn1	104	101	-13	4	102	3	99	-4
COc1ccccc1N1CCN(C(CNS(=O)(=O)c2ccccc2)c2ccccc2)CC1 (stereo not drawn)	98	105	10	1	98	4	95	4
COc1ccc(NC(=O)CC2C(=O)NCCN2C(=O)Nc2ccc(C(F)(F)F)cc2)cc1 (stereo not drawn)	113[may fluoresce green]	95	4	0	97[may fluoresce green]	6	108[may fluoresce green]	-3
CCOc1ccccc1N1CCN(Cc2cn[nH]c2-c2ccc(F)cc2)CC1	109	96	2	-5	101	6	106	3
CCCCn1c(=O)cc(N2CCOCC2)[nH]c1=O	96	83	5	-6	94	-1	98	-6
O=C(CSc1nnc(Cn2nnc3ccccc32)o1)Nc1cccc(Cl)c1	98	102	-22	-1	99	0	90	9
Cc1cc(Cl)c(S(=O)(=O)N2CCN(c3ccccn3)CC2)cc1OCC(=O)NC1CCCCC1	91	80	2	-4	99	3	97	3
COc1cccc(/C=N/NC(=O)CNC(=O)COc2cccc(C)c2)c1O	99	103	-3	0	101	1	103	-4
CCOc1ccccc1-c1noc(CCCC(=O)NC2CCCCC2)n1	106	104	-6	-2	101	8	91	11
C=CCc1cc(/C=C2/NC(=O)N(CC)C2=O)cc(OCC)c1OCc1ccc(C(=O)O)cc1	103	103	-3	0	103	0	96	-6
CCCCn1c(N)c(N(CC(C)C)C(=O)CCC2CCCCC2)c(=O)[nH]c1=O	102	109	-7	0	94	-1	95	3

Following part
smiles	MEP2-GFP yeast	Yeast superoxide	GASC-1 inh	proCasp3 act	RPL19A-GFP yeast	AHR act	LAP4-GFP MLPCN	procasp7 counter
Cc1nc(-n2cc(F)c(=O)[nH]c2=O)c2nc(C)oc2n1	109	109	-1	-5	102	-2	121	-1
CC(=O)c1sc(NC(=O)C2CCN(c3ncnc4sc(C)c(C)c34)CC2)nc1-c1ccccc1	95	86	0	-4	95	3	115	10
O=C(c1ccc(F)cc1)C1CCN(S(=O)(=O)c2ccccc2)CC1	99[may fluoresce violet]	105	1	17	107[may fluoresce violet]	1	97[may fluoresce violet]	7
CC1(c2nnc(-c3cccc(Cl)c3)o2)CC(c2ccc(Br)cc2)=NO1 (stereo not drawn)	.	.	4	-2	.	2	.	7
O=C(NC(=S)NN1CCOCC1)c1cc(Br)ccc1Cl	104	110	4	0	100	-1	99	-2
Cc1ccc(NC(=O)c2nnn(-c3cccc(C(F)(F)F)c3)c2N)cc1	97	97	-3	0	100	1	103	2
Cc1ccc(S(=O)(=O)CC(c2ccccc2)N2CCOCC2)cc1 (stereo not drawn)	112	106	i	-3	110	3	111	-2
N#Cc1cccc(NC(=O)CN2CCN(Cc3ccccc3)CC2)c1	107	84	5	2	103	0	109	3
C/C(=N\NC(=O)Cc1ccc(Cl)cc1)c1ccc(F)cc1	110	98	-4	5	107	4	95	6
Cc1csc(N2CCN(c3cc4c(cc3Cl)nc(-c3ccncc3)n4CCCN3CCCC3)CC2)n1	97	95	-10	9	99	2	134	2
O=C(Cc1cccc(C(F)(F)F)c1)NCc1ccc(Cl)cc1Cl	104	108	0	-1	106	1	101	-2
Cc1ccc(-c2n[nH]c(=O)c3ccccc23)cc1S(=O)(=O)N(C)CCO	117	90	-24	-5	119	2	106	3
COC(=O)Cc1ccc(NC(=O)c2ccccc2Cl)cc1	112	82	3	4	108	-11	116	-1
COC(=O)c1sccc1NC(=S)N1CCN(c2cc(C)ccc2C)CC1	109	107	8	1	103	1	96	4
CCc1ccccc1NC(=O)C1C2C=CC(O2)C1C(=O)O (stereo not drawn)	107	86	-1	-10	104	4	96	-6
CS(=O)(=O)c1ccc(NC(=O)c2ccccc2-n2cnnn2)cc1	102	86	9	9	105	6	118	-13
S=C(Nc1cccc(Cl)c1Cl)NC1CCN(Cc2ccccc2)CC1	100	97	-3	.	108	.	68	.
COc1ccc([C@@H](C)NC(=O)CCc2nnc(-c3cc(C)on3)o2)cc1	93	87	4	6	102	4	98	1
COC(=O)[C@]1(C)CCC[C@@]2(C)C3CC[C@]4(OC(C)=O)C[C@@]3(CCC21)CC4=O (stereo partly drawn)	91	88	-2	7	98	-2	100	-2
CCCCSc1[nH]c(=O)c(C(=O)OCC)cc1C#N	95	94	6	-6	99	-1	108	-6

(list continues)
smiles	MEP2-GFP yeast	Yeast superoxide	GASC-1 inh	proCasp3 act	RPL19A-GFP yeast	AHR act	LAP4-GFP MLPCN	procasp7 counter
Cc1ccccc1NC(=O)COC(=O)c1cc(=O)c2ccccc2o1	151	116	4	10	115	3	117	-3
CCCCC1=CC2=C(c3ccco3)C(=O)C(C)(OC(=O)c3ccc(OC)cc3)C(=O)C2=CN1CCCCO (stereo not drawn)	99	97	-6	0	96	-1	100	-3
CCc1cccc(NC(=O)CSc2nc3c(c(=O)[nH]2)CCCC3)c1	104	90	-4	3	103	2	92	-1
COc1cccc(NC2=CC(=O)CC(C)(C)C2)c1	102	97	3	2	99	2	101	4
C/C(NCCCn1ccnc1)=C(\C#N)C(N)=O	103	107	-1	-3	97	1	101	0
CCOC(=O)CN1C(=O)NC(C)(c2ccc(OC(F)F)cc2)C1=O (stereo not drawn)	106	97	-9	17	101	3	98	-4
CC(=O)c1c(C)nc(-c2ccc(Cl)cc2)nc1N=CN(C)C	102	99	0	7	99	90*	106	-3
CCc1ccc(NC(=O)CS(=O)CC(=O)Nc2ccc(N3CCOCC3)cc2)cc1 (stereo not drawn)	99	108	6	-8	102	-2	96	7
Oc1ccccc1N1CCN(C(=S)Nc2ccc(SC(F)F)cc2)CC1	93	109	-19	-11	99	9	101	-17
O=C(CCNC(=O)c1ccccc1Cl)Nc1ccc2c(c1)OCO2	101	112	-4	-8	98	8	98	1
O=C(COC(=O)CNC(=O)C1CCCCC1)Nc1ccc2ccccc2c1	107	96	-5	0	94	5	99	-1
CCOC(=O)N1CCC(NC(=O)c2cc(C(=O)Nc3ccc(F)cc3F)ccc2CO)CC1	110	91	6	0	106	0	112	-2
CN(c1ccccc1C(=O)NCc1ccccn1)S(C)(=O)=O	99	105	4	-3	96	1	89	-18
O=C(NC1CCCCCCC1)c1cc(-c2ccccn2)nc2ccccc12	97	123	4	4	94	1	95	14
O=C(NC(=S)Nc1ccc(CN2CCCCC2)cc1)c1cccc(OCc2ccccc2)c1	101	94	1	4	94	-1	110	-3
CC(C)c1csc(CN2CCN(CCc3ccccc3)C(CCO)C2)n1 (stereo not drawn)	94	94	-22	-7	100	1	94	-1
CN(C)S(=O)(=O)N1CCC(Oc2cccc(C(=O)N3CCCCCCC3)c2)CC1	104	101	-5	-7	101	-6	87	-3
CS(=O)(=O)c1ccc(-c2nn[nH]n2)cc1	102	99	9	-4	98	3	97	-8
CCOc1ccc(S(=O)(=O)Nc2ccc(C(=O)NN)cc2)cc1	104	106	-16	-9	108	12	100	-8
CCC(C)C(NC(=O)c1ccccc1NC(=O)c1ccco1)C(=O)NNC(=O)c1ccncc1 (stereo not drawn)	98	96	38	-2	101	0	113	8

Next section
smiles	MEP2-GFP yeast	Yeast superoxide	GASC-1 inh	proCasp3 act	RPL19A-GFP yeast	AHR act	LAP4-GFP MLPCN	procasp7 counter
CC(C)(C)NC(=O)Cn1c(=O)oc2cc(S(=O)(=O)N3CCc4ccccc43)ccc21	100	101	-13	-2	98	2	100	-4
O=C(c1ccccc1)n1ccn(-c2ccccc2)c1=S	109	83	-55	8	104	51*	105	8
O=C(CCN=C1NS(=O)(=O)c2ccccc21)OCc1ccccc1	91	112	-12	-7	94	1	101	3
CCOC(=O)c1cc(-c2nnc(-c3ccc(Oc4ccccc4)cc3)o2)c(C)nc1C	105	105	-11&-10	9	96	1	98	6
O=C(NC(=S)N1CCN(c2ccc(O)cc2)CC1)c1cccs1	102	90	9	-14	94	1	110	-8
O=C(Nc1ccc2c(c1)CCC2)c1cc(F)cc(F)c1	89	106	-5	3	88	0	104	3
CC(=O)Nc1ccc(S(=O)(=O)N2CCC(C(=O)NCCC(=O)Nc3nccs3)CC2)cc1	109	131	-2	5	100	2	97	8
CCCN1CCC(=O)N([C@H](CN=[N+]=[N-])Cc2ccccc2)CC1	96	107	-3	-3	99	4	94	-5
COC(=O)c1ccccc1NC(=O)N[C@@H](C)C(=O)OC	99	106	5	-1	100	-2	90	4
O=C(N[C@@H]1C[C@H]2CC[C@@H]1C2)c1ccco1	108	103	-3	10	104	0	91	0
Cc1cc(NC(=O)CCC(=O)N(CC(=O)NC2CCCC2)c2ccc(C(C)C)cc2)no1	100	99	1	1	99	1	97	4
COc1ccc(NC(=O)c2ccc(C)cc2)c[n+]1[O-]	104	98	2	.	104	.	90	.
Cc1cccc(-n2c(C)n[nH]c2=S)c1C	102	114	-21	0	100	0	101	-5
Clc1cc(Br)ccc1OCCn1ccnc1	99	95	-8	3	96	4	96	-1
Cc1cc(C)n(CC(=O)NNC(=O)c2ccc(OC(F)(F)F)cc2)n1	110	88	4	5	98	0	93	8
CC(=O)c1cccc(NC(=O)c2sc3nc4n(c(=O)c3c2C)CCCC4)c1	99	109	-12	3	100	-4	102	1
CCOC(=O)CSCc1cn2cc(Cl)ccc2n1	105	103	-9	7	106	-2	103	-7
O=C(NCc1ccc2c(c1)OCO2)C1CCCN(S(=O)(=O)c2cccc3nonc23)C1 (stereo not drawn)	105	99	3	-7	106	8	109	0
CCN1CCN(C(=O)CN2C(=O)COc3ccc(S(=O)(=O)N4CCOCC4)cc32)CC1	104	106	-24	2	104	-3	95	-5
CCCn1c2ccccc2c2cnn(CC(=O)NC3CCC(C)CC3)c(=O)c21 (stereo not drawn)	100	108	-7	8	99	-2	90	2
COc1cc(/C=N/NC(=O)c2cc3ccccc3cc2O)ccc1OCCN1CCCCC1	105	98	0	4	101	3	94	3
